tim10-1 inh – growth inhibitors of tim10-1 mutant yeast, primary screen, luminescence, uHTS | S. cerevisiae tim10-1 ts strain growth, BacTiter-Glo, 24 h | inhibition, % at 20 µM | 2.2% of 330,000 active | AID 463190, 2010;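 active means inhibition of at least 40%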;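 further: mutant grown at 25 °C; 0% = DMSO wells with yeast and 100% = wells holding no yeast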
TIM10 inh – growth inhibitors of isogenic TIM10 control yeast, primary screen, counter-screen for tim10-1 yeast inhibitor project, luminescence, uHTS; S. cerevisiae TIM10 strain growth, BacTiter-Glo luminescence, 24 h; inhibition, % at 10 µM; 1.4% of 330,000 active; AID 463195, 2010;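 active means inhibition of 40% or more at the single tested concentration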;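 further: wild-type TIM10 isogenic control strain grown at permissive 25 °C; 0% = DMSO yeast wells and 100% = minimal medium wells without yeast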
Apaf1 inhib – inhibitors of human Apaf-1 apoptosome, primary screen, biochemical, DEVD-Rh110 fluorescence, uHTS; Apoptotic protease-activating factor 1 (Homo sapiens), O14727; reconstituted apoptosome caspase-3 activity; inhibition, % at 20 µM; 0.71% of 330,000 active; AID 489030, 2010; active means inhibition of at least 40% at 20 µM;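 further: plate controls were DMSO wells for no effect and DEVD-CHO caspase inhibitor wells for full effect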
Target sequence (O14727 whole entry, looked up): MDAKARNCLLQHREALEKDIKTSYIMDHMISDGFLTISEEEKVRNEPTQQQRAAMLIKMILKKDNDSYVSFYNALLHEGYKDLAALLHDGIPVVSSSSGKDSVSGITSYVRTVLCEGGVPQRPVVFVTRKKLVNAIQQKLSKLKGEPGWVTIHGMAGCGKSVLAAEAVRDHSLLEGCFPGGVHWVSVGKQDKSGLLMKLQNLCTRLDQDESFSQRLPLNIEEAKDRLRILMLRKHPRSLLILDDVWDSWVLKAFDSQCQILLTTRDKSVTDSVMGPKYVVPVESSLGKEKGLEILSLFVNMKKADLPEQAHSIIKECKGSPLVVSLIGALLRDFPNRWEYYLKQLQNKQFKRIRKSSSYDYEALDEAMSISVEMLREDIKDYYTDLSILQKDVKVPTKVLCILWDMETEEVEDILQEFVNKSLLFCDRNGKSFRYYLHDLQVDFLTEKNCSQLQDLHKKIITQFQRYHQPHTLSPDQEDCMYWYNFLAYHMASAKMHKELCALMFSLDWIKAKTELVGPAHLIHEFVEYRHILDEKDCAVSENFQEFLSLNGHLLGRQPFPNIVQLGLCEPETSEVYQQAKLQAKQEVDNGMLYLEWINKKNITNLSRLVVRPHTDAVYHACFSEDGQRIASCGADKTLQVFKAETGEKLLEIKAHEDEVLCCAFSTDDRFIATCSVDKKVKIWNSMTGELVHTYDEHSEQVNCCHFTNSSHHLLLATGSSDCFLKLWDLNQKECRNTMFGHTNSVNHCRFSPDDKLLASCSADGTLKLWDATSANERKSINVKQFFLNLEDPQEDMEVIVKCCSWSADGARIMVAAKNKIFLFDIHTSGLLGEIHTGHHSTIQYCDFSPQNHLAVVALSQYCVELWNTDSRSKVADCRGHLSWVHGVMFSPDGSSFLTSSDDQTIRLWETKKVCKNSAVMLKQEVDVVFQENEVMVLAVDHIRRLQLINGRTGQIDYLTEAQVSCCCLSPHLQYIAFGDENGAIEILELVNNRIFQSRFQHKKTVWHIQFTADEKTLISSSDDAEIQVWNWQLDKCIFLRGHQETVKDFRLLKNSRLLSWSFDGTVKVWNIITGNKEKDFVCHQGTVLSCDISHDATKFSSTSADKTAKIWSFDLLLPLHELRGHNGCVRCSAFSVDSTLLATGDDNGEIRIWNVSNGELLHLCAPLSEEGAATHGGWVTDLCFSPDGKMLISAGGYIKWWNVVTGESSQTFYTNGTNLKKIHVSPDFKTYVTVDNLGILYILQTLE
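Medium: Hepes buffer, pH 7.5 / System: biochemical Apaf-1 apoptosome reconstitution / Measured by: Rh110 fluorescence, excitation 480 nm, emission 540 nm / Times: compound with Apaf-1, dATP, procaspase-3 30 min, then 50 min reaction, room temperature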
mIAP activ – activators of mouse IAP, primary screen, biochemical, luminescence, uHTS; activation factor at 10 µM; AID 2805, 2010; 0.24% of 330,000 active; muIAP, CDP-Star luminescence, 30 min; stronger effect = higher value; 1 = vehicle-only enzyme signal, 0 = enzyme-free wells; intestinal alkaline phosphatase [Mus musculus];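 active means activation factor of at least 2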; further: the source names both 10 and 20 µM as test concentration; values of inactives mirror those of a sister screen read the other way
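System: mouse IAP enzyme. Reagent: CDP-Star chemiluminescent phosphatase substrate. Benchmarks: DMSO wells, no-enzyme wells. Times: 30 min enzyme-substrate-compound incubation at room temperature. Detection: luminescence from enzymatic CDP-Star hydrolysis. Doses: test compounds delivered from DMSO solution.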
NALP3 yeast inh – NALP3 inflammasome inhibitors in reconstituted yeast, primary screen, luminescence, uHTS; Yeast reconstituted NLRP3/ASC/caspase-1, beta-gal luminescence, 24 h; inhibition, % at 10 µM; 0.39% of 330,000 active; AID 2825, 2010;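 active means inhibition of 50% or more; inactive means inhibition below 50%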;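 further: plate controls were induced DMSO wells for no effect and uninduced yeast grown without galactose for full effect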
ATG4B inh – ATG4B protease inhibitors, primary screen, biochemical, fluorescence, uHTS; 0.51% of 340,000 active; inhibition, % at 8.33 µM; Cysteine protease ATG4B (Homo sapiens), Q9Y4P1; ATG4B cleavage of LC3-PLA2, NBD-HPC fluorescence, 1 h; in the data active means inhibition above about 40%
mIAP inh – inhibitors of mouse IAP, primary screen, biochemical, luminescence, uHTS; intestinal alkaline phosphatase [Mus musculus]; purified mouse IAP, CDP-Star luminescence, 30 min; inhibition, % at 10 µM; 0.2% of 330,000 active; AID 2806, 2010;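 active means inhibition of at least 40% at 10 µM in the primary screen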;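 further: plate controls were DMSO with enzyme for no effect and no enzyme wells for full effect; values of inactives mirror those of a sister screen read the other way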
hIAP activ – human IAP activators, primary screen, biochemical, luminescence, uHTS. Intestinal-type alkaline phosphatase (Homo sapiens), P09923. purified human IAP, CDP-Star luminescence, 30 min; stronger effect = higher value; 1 = vehicle-only enzyme, 0 = enzyme-free background. activation factor at 10 µM. 0.16% of 330,000 active. AID 2524, 2010;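 active means activation factor of the enzyme at least 2-fold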; further: the source names both 10 and 20 µM as test concentration; values of inactives mirror those of a sister screen read the other way
hIAP block – human IAP inhibitors, primary screen, biochemical, luminescence, uHTS; Intestinal-type alkaline phosphatase (Homo sapiens), P09923; purified IAP, CDP-Star luminescence, 30 min; inhibition, % at 10 µM; 0.12% of 330,000 active; AID 2544, 2010;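 active means inhibition reaching a set limit with compound at 10 µM in the primary screen, cut at about 35% in these data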;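 further: plate controls were DMSO wells with enzyme for no effect and no-enzyme buffer wells for full effect; values of inactives mirror those of a sister screen read the other way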
* = called active by the depositor.

SMILES,tim10-1 inh,TIM10 inh,Apaf1 inhib,mIAP activ,NALP3 yeast inh,ATG4B inh,mIAP inh,hIAP activ,hIAP block
Cc1nnsc1C(=O)N/N=C/c1ccccc1Cl,13,10,-13,0.99,29,-4,1,0.71,29
COCCN1C(=O)/C(=C2/C(=O)N(CC(=O)Nc3ccccc3Cl)c3ccccc32)SC1=S,10,2,0,0.93,8,1,7,0.75,25
NC(=O)c1cc(Br)cc(C2CCCCC2)c1O,33,53*,16,0.96,32,6,4,0.77,23
O=S(=O)(NCc1ccc2c(c1)OCO2)c1ccc(F)c(F)c1,0,-4,-5,0.97,21,4,2,0.98,2
Cc1cc(C)cc(NC(=O)C2C3C=CC(O3)C2C(=O)O)c1 (centres undefined),9,-3,-11,0.97,7,6,3,1,-4
N=c1c(C(=O)NCc2ccco2)cc2c(=O)n3ccccc3nc2n1C1CCCC1,9,-1,12,0.93,24,2,7,0.95,5
COc1ccc(N(C)S(=O)(=O)c2cccc(C(=O)N(C)Cc3ccc(C)o3)c2)cc1,22,15,9,1.1,21,0,-7,1,0
Cc1ccc(OCC(=O)NC2CCS(=O)(=O)C2)c(C)c1 (centres undefined),-10,10,1,1.1,11,3,-9,1.1,-6

Next compounds
SMILES,tim10-1 inh,TIM10 inh,Apaf1 inhib,mIAP activ,NALP3 yeast inh,ATG4B inh,mIAP inh,hIAP activ,hIAP block
CCN(CC)C(=S)NC(=O)c1cccnc1,-6,2,-1,0.99,18,-5,1,1,-1
O=C(NNC(=O)c1ccccc1F)c1ccc(-c2ccc(Cl)cc2)o1,-7,1,9,1,54*,2,0,1.8,-82
COc1ccc(C)c(-n2c(N)cc(=O)n(Cc3ccccc3)c2=O)c1,0,10,2,1.1,-7,-10,-6,1,-4
N[C@H](CSCc1ccccc1)C(=O)Nc1ccc([N+](=O)[O-])cc1,22,-15,14,0.95,22,-9,5,0.91,9
O=C1C2C3CC(C(Br)C3Br)C2C(=O)N1c1ccccn1 (centres undefined),6,-2,3,0.98,-5,-18,2,1.1,-7
O=C(NCCOC(=O)c1ccc([N+](=O)[O-])cc1)c1cccnc1,9,12,0,0.97,20,0,2,0.95,5
CCN(C1CCS(=O)(=O)C1)S(=O)(=O)c1ccc(Cl)s1 (centres undefined),4,-1,-1,0.98,10,0,2,0.94,6
Cc1cccc(NN=C2c3ccccc3-c3ccccc32)c1,11,6,1,0.95,10,12,5,0.94,6

Continued.
SMILES,tim10-1 inh,TIM10 inh,Apaf1 inhib,mIAP activ,NALP3 yeast inh,ATG4B inh,mIAP inh,hIAP activ,hIAP block
C=CCNC(=S)Nc1sc2c(c1C(=O)OCC)CC(C(C)C)OC2 (centres undefined),2,7,0,0.95,21,-6,5,1,-4
O=C(CCn1c(=O)sc2ccccc21)NC1CCCCC1,7,-7,-9,1.1,7,3,-5,1.1,-8
COc1ccc(C2=NN(C(=O)CN3CCOCC3)C(c3nc4ccccc4[nH]3)C2)cc1 (centres undefined),1,-4,-4,1.1,10,1,-14,1.3,-26
CCOc1ccc(CCNC(=O)C2CCCN(S(=O)(=O)c3c(C)n[nH]c3C)C2)cc1OCC (centres undefined),14,7,-8,0.96,0,-8,4,1.1,-6
CCOC(=O)[C@H](CCc1ccccc1)N[C@@H](C)C(=O)N1C(C(=O)O)C[C@@H]2CCC[C@@H]21 (some centres undefined),-14,0,-2,1,2,-5,-3,0.88,12
CCCCc1nc2cc(C(=O)N3CCNC(=O)C3)ccc2o1,14,-2,-2,0.93,2,0,7,0.97,3
CCOC(=O)NC(CC(=O)O)c1ccc(OC)cc1 (centres undefined),-22,-1,-9,0.96,11,3,4,1.1,-7
COc1cc(NS(=O)(=O)c2ccc(NC(=S)NC(=O)COc3ccccc3OC)cc2)nc(OC)n1,6,1,12,0.99,8,-4,1,1.1,-5

The list continues.
SMILES,tim10-1 inh,TIM10 inh,Apaf1 inhib,mIAP activ,NALP3 yeast inh,ATG4B inh,mIAP inh,hIAP activ,hIAP block
OCCc1c[nH]c2ccccc12,-14,-2,-10,0.87,-9,-9,13,0.97,3
CN(C)CCCn1c2c(c(SCC(=O)Nc3cccc4ccccc34)nc1=O)CCCC2,6,-3,13,0.96,11,5,4,0.92,8
Fc1cccc(/C=N/N=C/c2cccc(F)c2)c1,2,-2,3,0.92,16,-3,8,0.92,8
O=C(c1ccc(Br)cc1)c1sc(N2CCOCC2)nc1-c1ccccc1,0,-8,26,0.88,27,-7,12,1,-3
COc1ccc2oc(=O)cc(CN(C)Cc3ccccc3)c2c1,12,8,-1,0.98,7,5,2,0.85,14
Cc1ccc(-n2nnnc2C(=Cc2ccc(N(C)C)cc2)c2nnnn2-c2ccc(C)cc2)cc1,32,27,8,0.89,19,1,11,0.91,10
CCCC(=O)Nc1nnc(-c2ccc(Cl)s2)o1,15,-18,-6,1.1,22,8,-9,1,-4
NS(=O)(=O)c1ccc(CCNC(=O)CSc2nc3ccccc3c(=O)n2CCC(=O)N2CCCCC2)cc1,17,3,8,1.1,-10,-4,-10,1.1,-7

A draw from above in order of formula weight, smallest number first.
SMILES,tim10-1 inh,TIM10 inh,Apaf1 inhib,mIAP activ,NALP3 yeast inh,ATG4B inh,mIAP inh,hIAP activ,hIAP block
OCCc1c[nH]c2ccccc12,-14,-2,-10,0.87,-9,-9,13,0.97,3
Cc1ccc(OCC(=O)NC2CCS(=O)(=O)C2)c(C)c1 (centres undefined),-10,10,1,1.1,11,3,-9,1.1,-6
COc1ccc(C)c(-n2c(N)cc(=O)n(Cc3ccccc3)c2=O)c1,0,10,2,1.1,-7,-10,-6,1,-4

(more compounds)
SMILES,tim10-1 inh,TIM10 inh,Apaf1 inhib,mIAP activ,NALP3 yeast inh,ATG4B inh,mIAP inh,hIAP activ,hIAP block
CC(C)c1cc(C(N)=O)c(NC(=O)c2cccc(COc3ccc(Cl)cc3)c2)s1,24,33,8,0.78,33,-7,22,0.9,10
S=C(NC1CC2CCC1C2)N1CCN(c2cccc(Cl)c2)CC1 (centres undefined),-4,-6,-1,1.2,11,-6,-24,0.98,2
COc1cccc(CNCc2cc(OC)cc(OC)c2)c1,6,0,-18,1,11,-1,-4,0.95,5
CC(C)CNC(=O)[C@H](Cc1ccccc1)NC(=O)c1cccs1,-1,2,-3,1,15,-10,-5,1,-5
O=C(COC(=O)c1c[nH]c2ccccc12)Nc1cccc(F)c1,-14,-4,4,1.2,21,-11,-22,0.94,6
COc1cccc(N=Cc2c[nH][nH]c2=O)c1,4,-3,-10,0.93,1,-13,7,0.95,5
COC(=O)/C=C1/SC(=NC(=O)c2ccccc2)NC1=O,-13,10,8,0.93,-7,-5,7,0.96,4
Cc1cccc(-n2c(SCC(=O)N3CCC(C(=O)O)CC3)nc3ccccc3c2=O)c1C,2,-1,-5,0.97,15,-4,3,0.87,13

Next results follow.
SMILES,tim10-1 inh,TIM10 inh,Apaf1 inhib,mIAP activ,NALP3 yeast inh,ATG4B inh,mIAP inh,hIAP activ,hIAP block
COc1ccccc1-c1cc(C(=O)NCCc2ccccc2)no1,-4,32,8,0.98,14,2,2,0.91,9
CC1CC(C)CN(C(C)C(=O)Nc2cc(S(=O)(=O)N3CCCCC3)ccc2Cl)C1 (centres undefined),27,22,30,1,13,-2,-1,1.2,-18
COc1ccc(OC)c(N(CC(=O)Nc2cccnc2)S(=O)(=O)c2ccc(C)cc2)c1,15,17,-9,0.99,11,-9,1,1,-2
O=C(Nc1ccccc1Cl)C1CCN(S(=O)(=O)c2cccc3nonc23)CC1,19,-14,2,0.93,27,4,7,0.93,7
CCN(CC)C(=O)c1cn(CCC#N)nc1-c1ccc2ccccc2c1,6,-1,-4,0.99,6,0,1,1.3,-30
COc1ccc(NC(=O)Nc2cccc3ccccc23)cc1OC,-2,26,2,1.8,6,-9,-83,1.4,-41
O=S(=O)(c1ccccc1)c1nc(-c2ccco2)oc1NCc1cccnc1,14,4,2,1.1,4,1,-12,0.91,9
O=C(CCN1C(=O)c2ccc(Br)cc2C1=O)NC1CCCCC1,-16,1,9,1,14,-7,-2,1.2,-19

Next part
SMILES,tim10-1 inh,TIM10 inh,Apaf1 inhib,mIAP activ,NALP3 yeast inh,ATG4B inh,mIAP inh,hIAP activ,hIAP block
CCCC(=O)c1c[nH]c(C(=O)NCc2ccco2)c1,11,5,-13,0.99,0,-7,1,0.79,21
O=C(NC(=O)c1ccc(F)cc1F)Nc1ccc(Cl)cc1,-12,-9,-20,1,9,-2,-4,1.1,-10
O=C(Oc1nsnc1N1CCOCC1)N1CCCC1,10,-19,5,1,-2,-4,-1,0.9,10
CCOc1ncccc1C(=O)OCC(=O)c1cc(C)n(Cc2ccco2)c1C,25,25,20,1,27,-13,-1,1.1,-11
CSCc1ccc(C(=O)Nc2cccc(C)c2C)cc1,18,0,2,0.95,9,-2,5,0.99,1
C=CCOc1ccc(CNn2c(C)n[nH]c2=S)cc1OC,4,3,6,1,12,-4,-3,0.99,1
O=C(Cn1c(=O)oc2cc(S(=O)(=O)N3CCCC3)ccc21)N1CCc2ccccc2C1,18,-1,2,0.97,6,1,3,0.78,22
COC(=O)c1ccc(C(c2c(C)n(C)n(-c3ccccc3)c2=O)c2c(C)n(C)n(-c3ccccc3)c2=O)cc1,8,8,2,0.89,10,6,11,0.81,19
Cc1ccc(N2C(=O)N(CC(=O)c3cc(C)ccc3C)C(=O)C2C)cc1 (centres undefined),17,16,14,0.92,10,2,8,0.95,5
S=C(c1ccc(OCc2ccccc2)cc1)N1CCCC1,18,15,3,1,26,26,-1,0.86,14

High-throughput results as filed in PubChem BioAssay.
